Screens as filed in PubChem BioAssay.
PhoP GFP inhibition: PhoP regulon inhibitors, Salmonella typhi PhoP promoter GFP reporter, confirmatory (AID 1850). inhibition, % at 50 µM, or IC50 in µM where a hit was titrated. hit rate 0.33% among 310,000. Salmonella Typhi PhoP-promoter GFP reporter, fluorescence, 4 h; higher % means a stronger effect; in the data active = a potency from the dose series; inconclusive = inhibition mostly from about 25% at the one dose, without a potency; inactive = the rest, 99 in 100 with inhibition below about 19%;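 also: 0% = induced wells with vehicle and 100% = uninduced wells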
VEEV TC-83 Vero: inhibitors of VEEV TC-83 cytopathic effect, confirmation, Vero cells (AID 588727). Vero cells, VEEV TC-83 cytopathic effect inhibition; higher % means a stronger effect. inhibition, % at 20 µM; hits with a dose series show IC50 in µM. hit rate 0.13% among 350,000; in the data active = a potency from the dose series; inconclusive = inhibition mostly from about 14% at the one dose, without a potency; inactive = the rest, 99 in 100 with inhibition below about 12%; also: strong numbers were not always called active
M. tuberculosis HTS: M. tuberculosis growth inhibition, HTS (AID 449762); M. tuberculosis H37Rv growth inhibition, 7H9 media; higher % means a stronger effect; inhibition, % at 25 µM; hits with a dose series show IC50 in µM; hit rate 0.59% among 330,000; in the data active = a potency from the dose series; inconclusive = inhibition above about 70% without an active follow-up result;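 also: bacterial growth assessed after seven days of incubation; strong numbers were not always called active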
M. tuberculosis: growth inhibition of non-replicating M. tuberculosis (AID 488890). Mycobacterium tuberculosis non-replicating, growth inhibition; higher % means a stronger effect. inhibition, % at 25 µM; hits with a dose series show IC50 in µM. hit rate 0.39% among 320,000; in the data active = a potency from the dose series; inconclusive = inhibition mostly from about 82% at the one dose, without a potency; inactive = the rest, 99 in 100 with inhibition below about 76%;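 also: plate controls were DMSO cells for no effect and high antibiotic wells for full effect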
influenza NS1A: H1N1 influenza NS1A inhibitors, functional cell based assay (AID 504329). hit rate 0.3% among 340,000. NS1A functional cell-based assay, percent inhibition; higher % means a stronger effect. inhibition, % at 12.5 µM, or IC50 in µM where a hit was titrated; in the data active = a potency from the dose series; inconclusive = inhibition above about 27% without an active follow-up result; also: strong numbers were not always called active
VEEV TC-83 Vero 10K pilot screen: second read-out of VEEV TC-83 Vero, no call of its own (marks repeat the call); inhibition, %; measured here: 10K pilot screen inhibition
The depositor's hits bear a star; i = inactive; ? = inconclusive; nt = not tested or not shown.

SMILES | PhoP GFP inhibition | VEEV TC-83 Vero | M. tuberculosis HTS | M. tuberculosis | influenza NS1A | others
COc1ccc(NC(=O)CCNC(=O)Cn2cnc3ccccc3c2=O)cc1OC | 11% | 0.5% | 4% | -1% | -5%
O=Cc1ccc(OC(=O)CCCCC(=O)Oc2ccc(C=O)cc2)cc1 | -8% | i | 18% | ? | -8%
CCOc1cc(N2CCOCC2)c(OCC)cc1NC(=O)COc1cccc(CC)c1 | nt | 7.4% | ? | 42% | -20%
O=[N+]([O-])c1ccc(Cl)cc1P(=O)(O)c1cc(Cl)ccc1[N+](=O)[O-] | nt | 2.7% | nt | nt | -25%
Cc1ccc(NC(=O)c2ccsc2)cc1NS(C)(=O)=O | -4% | 0.9% | -7% | -13% | -25%
Cc1cc2cc(C(c3nnnn3Cc3ccco3)N3CCc4ccccc43)c(=O)[nH]c2cc1C (stereo not given) | 7% | 8.4% | ? | 19% | 11%
O=C(COc1ccccc1F)NCc1ccc(-n2cccc2)cc1 | -1% | 0.6% | 3% | -1% | 12%
COC(=O)CSc1nc2cc3c(cc2cc1C)OCCO3 | -2% | 0.5% | -6% | 45% | 3%
COc1ccc(OC)c(C2C(C(N)=O)=C(C)Nc3nc(-c4cccc(Cl)c4)nn32)c1 (stereo not given) | -6% | 5.7% | -1% | 17% | -2%
COc1ccc(CNC(=O)CCCSc2ccccc2)cc1 | -10% | 1.7% | 3% | 44% | 4%
Cc1ccc(CN2C(=O)NC(=O)C3(Cc4c(nc5ccccn5c4=O)N4CCCCCC43)C2=O)cc1 (stereo not given) | 4% | i | ? | 79% | -2%
CCCCOC(=O)CSC1=C(C#N)C(c2cccnc2)C(C(=O)OCC)=C(c2ccccc2)N1 (stereo not given) | 1% | 2.1% | ? | 62% | 0%
Cc1ccc(-n2nnnc2-c2nc3ccccc3s2)cc1 | 1% | 1.6% | -3% | -6% | -2%
O=C(CCCCCNC(=O)N1CCn2c1nc1ccccc12)NCc1ccccc1Cl | 6% | 8.8% | 4% | 14% | 7%
O=C(CCN1C(=O)/C(=C/c2ccc(F)cc2)SC1=S)NCCCn1ccnc1 | -17% | 7.1% | 4% | 20% | -5%
Cc1nnsc1C(=O)N/N=C/c1ccc2ccccc2c1O | -3% | 12% | 8% | 0.48µM* | -13%
O=C(Cn1ccnc1)c1ccc(O)c(O)c1 | nt | 1.0% | -8% | -3% | -2%
CCc1ccccc1NC(=O)CNCc1ccccc1 | 6% | 0.8% | -4% | -13% | -20%
O=c1cc(CN2CCN(c3ccc(F)cc3)CC2)nc2sccn12 | -5% | 8.7% | 5% | -10% | 2%
CCC(C)NC(=O)Cn1cc2c(n1)CCC(C)C2 (stereo not given) | -12% | 1.4% | -1% | -1% | -13%
N#Cc1nc(-c2cccs2)oc1NCCc1ccccc1 | -7% | 5.3% | ? | 4.8µM* | -14%
Clc1ccc(COn2ccnc2)cc1Cl | nt | i | nt | nt | -6%
CCOC(=O)N1CCN(S(=O)(=O)c2cc(OCC(N)=O)c(C)cc2Cl)CC1 | 5% | 4.9% | -3% | 5% | 14%
COC(=O)C1=C(c2ccc(OC(F)(F)F)cc2)C[C@@H]2CC[C@H]1N2C(=O)N1CCC(C)CC1 | nt | 2.5% | 8% | 1% | -6%
CC(=O)Nc1ccc(OCC(O)CN2CCN(S(=O)(=O)c3ccc(NC(C)=O)cc3)CC2)cc1 (stereo not given) | 3% | 0.7% | 1% | -12% | -4%
Cn1c(SCC(=O)NC2CC2)nnc1-c1ccccn1 | -4% | i | -6% | 0% | 34%
COc1ccc(-c2nc3cnccn3c2NCc2ccccc2)cc1SC1CCCCC1 | -4% | ? | 22% | 20% | -24%
CN(C)c1ccc(-c2nn3c(-c4ccccc4Cl)nnc3s2)cc1 | -3% | 4.3% | 19% | 12% | -13%
CCCN(CC(=O)Nc1ccccc1OC)C(=O)c1ccc2[nH]c3c(c2c1)CC(C)CC3 (stereo not given) | nt | 4.8% | 17% | 25% | 1%
CCOC(=O)C1=CN(CC)S(=O)(=O)NC1c1ccccc1 (stereo not given) | nt | 1.2% | nt | nt | 13%
CCc1nccn1CCC(=O)NC1CCCc2c1cnn2-c1ccc(F)cc1F (stereo not given) | -9% | 0.9% | -3% | 19% | 18%
Cc1nnc(SCC2CCCO2)n1-c1ccccc1 (stereo not given) | -4% | i | 1% | 0% | 21%
CC(C)(C)c1cc(-c2ccccc2)no1 | 4% | i | -14% | -16% | -2%
COc1ccccc1NC(=O)COC(=O)CCC(=O)c1cccs1 | nt | 2.6% | nt | nt | -6%
Cc1cc(NC(=O)c2ccc(Cl)cc2)n(-c2ccccc2)n1 | -4% | i | 8% | -7% | -11%
CN(C)C(CNc1ccc(C(F)(F)F)cc1[N+](=O)[O-])c1ccccc1 (stereo not given) | -20% | 0.2% | 8% | 8% | 14%
CCOC(=O)N1CCN(S(=O)(=O)c2ccc(C(=O)N(CCCN(C)C)c3nc4ccc(CC)cc4s3)cc2)CC1 | -12% | 39% | ? | 42% | 0%
COc1ccc(S(=O)(=O)Nc2ccc3c(c2)C(=O)N([C@@H](C)CO)C[C@H](C)[C@H](CN(C)CC2CC2)O3)cc1 | nt | 1.3% | -1% | 16% | 0%
COc1cc2cc(C(=O)N3CC(COS(C)(=O)=O)c4ccc(O)cc43)[nH]c2c(OC)c1OC (stereo not given) | nt | 8.6µM* | nt | nt | -2%
CN(CC(O)COCc1cccs1)C1CCCCC1 (stereo not given) | 4% | 0.9% | -4% | 5% | -2%
O=C(O)C1CCCN1C(=O)Nc1ccc(F)cc1 (stereo not given) | -1% | 0.6% | -1% | -5% | 0%
Cn1c(CCN2CCOCC2)nc2cc(NC(=O)COc3ccccc3)ccc21 | 10% | 3.1% | -11% | ? | -20%
CCN(CC)C(=O)c1cccc(C)c1 | -4% | 1.4% | 1% | -4% | -2%
CN(C)S(=O)(=O)c1cccc(N=c2scc(-c3ccc4c(c3)NC(=O)CO4)n2CC2CCCO2)c1 (stereo not given) | 8% | 7.3% | 15% | 34% | 1%
O=C(Nc1ccccc1)c1ccc(=O)n(Cc2ccc(F)c(F)c2)c1 | -6% | 1.9% | 14% | 10% | -2% | VEEV TC-83 Vero 10K pilot screen=1.4

Of the compounds above, these contain a thiophene ring, fused or not.
SMILES | PhoP GFP inhibition | VEEV TC-83 Vero | M. tuberculosis HTS | M. tuberculosis | influenza NS1A | others
Cc1ccc(NC(=O)c2ccsc2)cc1NS(C)(=O)=O | -4% | 0.9% | -7% | -13% | -25%
N#Cc1nc(-c2cccs2)oc1NCCc1ccccc1 | -7% | 5.3% | ? | 4.8µM* | -14%
COc1ccccc1NC(=O)COC(=O)CCC(=O)c1cccs1 | nt | 2.6% | nt | nt | -6%
CN(CC(O)COCc1cccs1)C1CCCCC1 (stereo not given) | 4% | 0.9% | -4% | 5% | -2%

The main list resumes, repeating the 2 entries before the break.
SMILES | PhoP GFP inhibition | VEEV TC-83 Vero | M. tuberculosis HTS | M. tuberculosis | influenza NS1A | others
CN(C)S(=O)(=O)c1cccc(N=c2scc(-c3ccc4c(c3)NC(=O)CO4)n2CC2CCCO2)c1 (stereo not given) | 8% | 7.3% | 15% | 34% | 1%
O=C(Nc1ccccc1)c1ccc(=O)n(Cc2ccc(F)c(F)c2)c1 | -6% | 1.9% | 14% | 10% | -2% | VEEV TC-83 Vero 10K pilot screen=1.4
CCc1cc(=O)[nH]c(SC/C=C/c2ccccc2)n1 | 3% | 1.6% | -6% | 77% | -5%
COC(=O)[C@H](CC(C)C)NC(=O)NC1CCCc2ccccc21 (stereo not given in full) | -6% | 6.6% | 6% | 78% | 4%
CCN(CC)C(=O)c1cn(CCC#N)nc1-c1ccc(F)cc1 | -7% | 0.8% | -3% | -5% | 2%
COc1ccc2cc(C(=O)C3CCCN(C(=O)c4ccnn4C)C3)ccc2c1 (stereo not given) | -3% | 1.6% | -7% | 2% | -29%
O=C(CN1C(=O)C2CC=CCC2C1=O)Nc1ccc(S(=O)(=O)Nc2nccs2)cc1 (stereo not given) | 3% | 3.6% | -13% | 0% | -3%
NC(CSC1(c2ccc(Cl)cc2)c2ccccc2-c2ccccc21)C(=O)O (stereo not given) | nt | 4.3% | nt | nt | 8%
CCOC(=O)Cn1c(CN(C)Cc2ccccc2)nc2c1c(=O)n(C)c(=O)n2C | 2% | 3.0% | 0% | -7% | 0%
C=CCC(=O)OCC(=O)Nc1ccc(Cl)cn1 | -5% | 1.6% | 3% | 1% | -20%
CCC(Sc1nc(=O)cc(N)n1CCc1ccccc1)C(=O)Nc1cc(C)on1 (stereo not given) | 5% | 1.9% | -10% | 9% | 19%
CN1CCCN(Cc2ccc(Cl)cc2Cl)CC1 | 3% | 0.4% | -1% | 1% | 7%
COc1ccc(CN2CCC(CO)(Cc3cccc(C(F)(F)F)c3)CC2)cc1Cn1cccn1 | 9% | i | 10% | 50% | -7%
O=C1OC(CN(Cc2ccccc2)Cc2ccccc2)CN1N=Cc1ccc([N+](=O)[O-])o1 (stereo not given) | nt | i | nt | nt | 3%
O=C1Nc2ccc(S(=O)(=O)N3CCCC3C(=O)O)c3cccc1c23 (stereo not given) | -7% | 0.2% | -8% | -17% | -8%
Cc1ccc(C)c(NC(=S)N(C)CCc2ccccn2)c1 | -7% | 0.5% | 2% | -15% | 5%
Nc1cnc(-c2ccccc2)nc1Cl | -10% | 0.6% | 91% | 76% | -3%
O=C(Cc1ccccc1)Nn1c(-c2ccccc2F)nc2ccccc2c1=O | 7% | 2.0% | 3% | 4% | -1%
CCOc1ccc(C(=O)CCC(=O)NNC(=O)c2ccncc2)cc1 | 3% | 2.3% | ? | 69% | -12%
C[C@H](CO)N1C[C@H](C)[C@@H](CN(C)C(=O)Nc2ccccc2)Oc2c(NS(=O)(=O)c3ccccc3)cccc2C1=O | nt | 0.1% | -2% | 16% | -14%
Cn1c(C(=O)N2CCC3(CC2)OCCO3)cc2c(=O)n(C)c3ccccc3c21 | -5% | 5.4% | 0% | -1% | -1% | VEEV TC-83 Vero 10K pilot screen=0.0
O=C(CNC(=O)c1ccc(Br)o1)Nc1cccc(-c2cnc3ccccc3n2)c1 | -1% | 1.4% | 2% | 1% | 7%
CCCNCc1cc(OC)c(OCC(=O)NCCc2ccccc2)cc1Br | -2% | 2.0% | -6% | -2% | -4%
O=C(Nc1sc2c(c1CN1CCOCC1)CCC2)c1ccc(F)cc1 | -12% | i | -7% | 6% | 2%
C=CCN1C(=O)c2ccc(C(=O)NCC(c3ccccc3)N(C)C)cc2C1=O (stereo not given) | -10% | 0.6% | -10% | 0% | 21%
Cc1ccc(S(=O)(=O)Oc2ccccc2-c2ccccc2)cc1 | nt | 1.6% | nt | nt | 9%
O=C(Nc1nc2ccccc2[nH]1)c1ccc(Cl)c(S(=O)(=O)N2CCCC2)c1 | 0% | 5.6% | ? | 6% | -25%
O=C(CN1C(=O)/C(=C\c2ccccc2Br)Oc2ccccc21)NCCCN1CCOCC1 | 2% | 2.0% | 7% | 54% | -6%
CCOC(=O)c1cnc(SC2CC(=O)N(c3ccc(OC)c(OC)c3)C2=O)nc1N (stereo not given) | 10% | 4.9% | -5% | -10% | 0%
Cc1nn(-c2ccccc2)c(=O)c2ccccc12 | -17% | 1.1% | -7% | -17% | -5%
CC(=O)Oc1ccc([C@@H]2COc3c(ccc4c3C=CC(C)(C)O4)C2)c(OC(C)=O)c1 | 6% | 6.2% | 1% | nt | -1%
Cc1ccc(S(=O)(=O)Oc2ccc(/C=C(/NC(=O)c3ccccc3)C(=O)NC(C)C(=O)O)cc2)cc1 (stereo not given) | 4% | 0.9% | 5% | -3% | -13%
O=CN1CCN(C=O)C(O)C1O (stereo not given) | nt | 2.4% | nt | nt | 1%
C=CCNC(=S)Nc1cc(Cl)ccc1OC | -4% | 1.1% | -2% | 18% | -1%
CCC(C)n1c(SCC(=O)Nc2ccc3[nH]c(=O)[nH]c3c2)nc2ccccc2c1=O (stereo not given) | 0% | 9.0% | 34% | 6% | 13%
CC1=CC2=NC(=O)CC(C)(C(=O)N(CC(=O)NC(C)(C)C)C3CCCC3)N2C=C1 (stereo not given) | -4% | 0.9% | -2% | -1% | -1%
CCOCCCNC(=O)C(NC(=O)c1ccc2c(c1)OCO2)c1ccccc1 (stereo not given) | 9% | 0.2% | 5% | 0% | 0%
Nc1nonc1C(=O)NCCNC(=O)c1ccc(Cl)cc1 | 13% | 0.7% | 8% | 5% | 7%
